POLI inh = DNA polymerase iota (human) inhibition. actives 1% (n = 390,000). Pol iota fluorescent replication assay, 10 min. Potency, µM (titrated, usually from 115 µM), for the others: top-dose activity, negative = inhibition, hits mostly inhibitors. AID 588590; note: potency is the fitted concentration of half-maximal effect
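Fluorescent replication assay read twice, at 0 min and 10 min after adding 50 nM (final) substrate. Enzyme (10 nM) and compounds were first incubated 15 min at room temperature; enzyme-free buffer wells were negative controls.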
TRHR agonist = agonists of human TRH receptor; activation, % at 2 µM; actives 0.18% (n = 360,000); TRHR cells, calcium flux fluo-8, FDSS agonist mode; in the data active = activation above about 30%; note: 0% is about no effect
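TRHR-expressing cells, plated overnight in medium with 10% serum, were loaded with fluo-8 calcium dye at room temperature. After a 10 s baseline, library compound was pin-added and calcium release was recorded kinetically (ex 480/em 530) as agonist response.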
ERG-DNA inh = ERG Ets/DNA interaction inhibition; actives 0.028% (n = 370,000); Potency, µM (top dose mostly 76.9 µM), without a hit: at the highest dose FP activity, negative = inhibition, usual class: inhibitors; AID 624246; fluorescence polarization, His-ERG Ets domain / labelled DNA; active = well fitted inhibition curve with a large enough effect in the polarisation, with a control signal flat; inconclusive = small, poorly fitted or top-dose-only effect, or effect the other way, or a change in a side signal; inactive = no such curve, though single readings can be large or run the other way; the % refers to the polarisation;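 note: polarization taken with two DNA probes labelled with fluorescein and Texas red; potency is the fitted concentration of half-maximal effect; % of control where 0% means no effect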
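His-tagged ERG Ets domain (1 uM in the protein solution; 300mM KCl, 50mM Tris-HCl, 1mM EDTA, 1mM DTT, pH 7.5) received compound, then a probe mix of 5 nM fluorescein-DNA and 100nM Texas-615-DNA. Fluorescence polarization was read for both dyes.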
Pol beta inh = DNA polymerase beta (human) inhibition. Pol beta primer extension/strand displacement, fluorescence kinetic. Potency, µM (doses to about 114 µM), for the others: at the highest dose activity change, negative = inhibition, usual class: inhibitors. actives 1.3% (n = 340,000); note: potency is the fitted concentration of half-maximal effect; % is set by controls: 0 for no effect and ±100 for the full control effect
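Values derive from four-parameter Hill fits of normalized kinetic data: reads at 0 and 10 min following addition of 50 nM substrate to 10 nM Pol beta preincubated 15 min with compound.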
Apoferritin bind = candidate novel general anesthetic via apoferritin binding; actives 0.074% (n = 350,000); apoferritin/1-aminoanthracene competitive binding, fluorescence; Potency, µM (highest dose often 77.5 µM), for inactives: at the top dose activity change, negative = displacement, actives largely listed as inhibitors; note: potency is the fitted concentration of half-maximal effect; % is set by controls: 0 for no effect and ±100 for the full control effect; nearly all actives have a fitted effect of over 20% in size
Target sequence (P02791 2-175 limits assumed): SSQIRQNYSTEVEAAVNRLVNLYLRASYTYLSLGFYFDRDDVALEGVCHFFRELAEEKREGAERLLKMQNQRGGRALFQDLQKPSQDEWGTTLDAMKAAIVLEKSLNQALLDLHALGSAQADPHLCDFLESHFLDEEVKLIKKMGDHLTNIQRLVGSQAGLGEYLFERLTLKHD
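Horse-spleen apoferritin (10 uM) was mixed with 50% saturated 1-aminoanthracene in PBS, exposed to compounds for 10 min at room temperature, and read for fluorescence (ex 380 nm, em 535 nm). Competitive displacement was fitted with a four-parameter Hill equation.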
POLK inh = blocks human DNA polymerase kappa activity. purified Pol kappa, fluorescent DNA synthesis assay, 10 min. Potency, µM (titrated, usually from 107 µM), without a hit: at the highest dose activity, negative = inhibition, actives largely listed as inhibitors. actives 0.53% (n = 400,000); note: potency is the fitted concentration of half-maximal effect; % is set by controls: 0 for no effect and ±100 for the full control effect
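Activity was followed as the change in fluorescence between reads at 0 and 10 min after starting the reaction with 50 nM substrate. Beforehand, 10 nM polymerase had been preincubated with compound for 15 min at room temperature.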
APE1 inh = inhibitors of human APE1 endonuclease | P27695 | recombinant APE1, TAMRA/BHQ-2 abasic DNA cleavage fluorescence | Potency, µM (series often up to 65.8 µM), without a hit: top-dose activity change, negative = inhibition, hits mostly inhibitors | actives 0.35% (n = 350,000);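 note: potency is the fitted concentration of half-maximal effect; plate controls were vehicle for no effect and reference inhibitor for full effect; nearly all actives have a fitted effect of over 55% in size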
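Endonuclease cleavage of a quenched abasic-site DNA duplex (50 nM) by APE1 (0.75 nM) was tracked by TAMRA dequenching. Compounds were preincubated with enzyme 15 min at room temperature; data normalized to buffer-only and DMSO wells plus NSC13755 control.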
BLM helicase inh = inhibitors of human Bloom syndrome helicase BLM; P54132; recombinant BLM DNA unwinding, fluorescence dequenching; Potency, µM (highest dose often 56.1 µM), for inactives: at the top dose activity change, negative = inhibition, actives largely listed as inhibitors; actives 0.2% (n = 350,000);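 note: potency is the fitted concentration of half-maximal effect; plate controls were vehicle for no effect and no enzyme for full effect; nearly all actives have a fitted effect of over 35% in size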
12-LOX inh = inhibitors of human 12S-lipoxygenase ALOX12 | P18054 | purified 12hLO, xylenol orange hydroperoxide absorbance | Potency, µM (series often up to 108 µM), without a hit: at the highest dose activity change, negative = inhibition, actives largely listed as inhibitors | actives 1.1% (n = 580,000) | AID 1671190; note: potency is the fitted concentration of half-maximal effect; % is set by controls: 0 for no effect and ±100 for the full control effect
Target sequence (P18054 whole entry, looked up): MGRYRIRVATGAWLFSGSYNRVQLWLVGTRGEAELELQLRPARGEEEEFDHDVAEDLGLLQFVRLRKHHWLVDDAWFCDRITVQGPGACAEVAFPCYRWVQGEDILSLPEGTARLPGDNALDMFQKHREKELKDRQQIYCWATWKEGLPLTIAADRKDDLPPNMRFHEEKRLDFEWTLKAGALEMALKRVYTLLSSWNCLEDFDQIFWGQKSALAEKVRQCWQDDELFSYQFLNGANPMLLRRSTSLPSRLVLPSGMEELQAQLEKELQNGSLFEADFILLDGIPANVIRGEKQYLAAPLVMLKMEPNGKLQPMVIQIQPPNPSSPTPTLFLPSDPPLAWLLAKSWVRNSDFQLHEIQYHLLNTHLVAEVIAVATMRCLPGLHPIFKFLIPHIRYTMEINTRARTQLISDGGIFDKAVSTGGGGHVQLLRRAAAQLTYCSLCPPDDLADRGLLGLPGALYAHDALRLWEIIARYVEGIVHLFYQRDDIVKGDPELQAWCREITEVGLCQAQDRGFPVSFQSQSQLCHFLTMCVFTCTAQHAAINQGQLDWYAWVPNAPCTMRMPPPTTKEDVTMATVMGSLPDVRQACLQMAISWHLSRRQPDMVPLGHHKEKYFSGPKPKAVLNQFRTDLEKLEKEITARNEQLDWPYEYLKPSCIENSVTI
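Purified human 12hLO at 150 nM in 25 mM Hepes, 0.01% Triton X-100, pH 7.0, preincubated 15 min at room temperature with compound. Reaction started with 40 uM arachidonic acid, 30 min at room temperature. Hydroperoxide measured by Fe-xylenol orange, 573/405 nm absorbance ratio.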
Starred values were filed as active, the others as inactive; u = inconclusive; x = not tested or not shown; [ ] = another dose, or the depositor's remark. Unless noted, calls come from the whole dose curve; as a rule, active = well fitted curve in the direction sought with a large enough effect; inconclusive = small, poorly fitted or top-dose-only effect, or another doubt; inactive = no such curve, though single readings can be large; an effect the other way counts as inactive or inconclusive. Not all compounds are listed; the hit share may differ from the screen's.

SMILES	POLI inh	TRHR agonist	ERG-DNA inh	Pol beta inh	Apoferritin bind	POLK inh	APE1 inh	BLM helicase inh	12-LOX inh
CCOc1ccccc1NC(=O)c1oc2ccccc2c1NC(=O)C1CC1	13.0%	-0.1	3.8%	5.3%	-2.1%	-18.9%	12.6%	-2.4%	10.8%
COCCCNC(=S)NNC(=O)c1ccccc1Br	54.9%[activator]	0.6	14.7%	23.0%	0.6%	13.2%	-8.7%	-0.3%	-1.0%
CC(NC(=O)c1cccc(S(=O)(=O)N2CCN(C)CC2)c1)c1ccc(Cl)cc1Cl (stereo not drawn)	18.5%	0.4	-7.5%	x	x	1.3%	-0.4%	x	u
Cc1cc(=O)n(Cc2ccccc2)c(O)c1C#N	113.5%[activator]	1.9	3.0%	2.8%	-7.4%	-10.3%	-1.2%	0.5%	17.8µM*
O=c1c(-c2ccc(F)c(F)c2)nc2cncnc2n1Cc1ccc(F)cc1	x	x	x	x	x	-1.1%[60.1 µM]	-5.6%	-7.5%	-11.1%
COc1ccc(C(O)P(=O)(OCCC(C)C)c2ccc(N(C)C)cc2)cc1OC (stereo not drawn)	52.2%[activator]	0.3	8.7%	82.7%	-4.7%	-3.9%	-13.9%	-0.1%	-20.0%
CCOC(=O)c1sc2c(c1C)c(=O)n(Cc1ccccc1)c(=O)n2CCN(C)C	22.5%	0.8	-3.9%	-1.5%	-7.4%	-8.2%	-0.9%	2.3%	-5.9%
O=C(c1csnn1)N1CCC2(CCN(Cc3nccs3)CC2)CC1	x	x	x	x	x	-2.6%[60.1 µM]	3.0%	-0.4%	-0.5%[57.4 µM]
O=C(N/N=C/c1cc(Cl)ccc1O)c1cccnc1	u	6.4	1.2%	3.8%	-0.7%	u	-6.7%	0.3%	2.1%
O=C(NC1CCCCC1)c1sc(=S)n2c1[nH]c(=O)c1ccccc12	-24.7%	3.0	-3.9%	17.8µM*	-12.7%	-23.4%	-3.9%	-9.4%	u

Rewritten as a markdown table: entries from further up
| molecule | POLI inh | TRHR agonist | ERG-DNA inh | Pol beta inh | Apoferritin bind | POLK inh | APE1 inh | BLM helicase inh | 12-LOX inh |
| --- | --- | --- | --- | --- | --- | --- | --- | --- | --- |
| COc1ccc(C(O)P(=O)(OCCC(C)C)c2ccc(N(C)C)cc2)cc1OC (stereo not drawn) | 52.2%[activator] | 0.3 | 8.7% | 82.7% | -4.7% | -3.9% | -13.9% | -0.1% | -20.0% |
| CCOC(=O)c1sc2c(c1C)c(=O)n(Cc1ccccc1)c(=O)n2CCN(C)C | 22.5% | 0.8 | -3.9% | -1.5% | -7.4% | -8.2% | -0.9% | 2.3% | -5.9% |

Next part
SMILES	POLI inh	TRHR agonist	ERG-DNA inh	Pol beta inh	Apoferritin bind	POLK inh	APE1 inh	BLM helicase inh	12-LOX inh
Cc1ccc(C)c(N(CC(=O)NCCC2=CCCCC2)S(C)(=O)=O)c1	4.8%	-0.3	-1.9%	5.4%	-19.8%	-18.8%	3.4%	-1.7%	4.3%
O=C1NC(=O)C(=Cc2ccc(Cl)c(Cl)c2)S1	33.2%[activator]	x	-7.3%	x	x	-4.6%	x	x	-36.8%
COc1ccc(S(=O)(=O)N2CCOC2CNC(=O)C(=O)NCCN(C)C)cc1 (stereo not drawn)	31.2%[activator]	1.1	-4.7%	-7.3%	-7.4%	-5.9%	16.2%	-14.5%	-6.3%
COc1ccc(N2CCN(c3oc(Cc4ccccc4)nc3C#N)CC2)cc1	-1.1%	-1.2	4.3%	2.4%	-6.6%	-7.7%	-6.6%	-7.4%	-34.8%
COc1cccc(-n2cc(CNCc3cn(C)nc3-c3ccccc3F)cn2)c1	17.5%	-0.1	-10.1%	25.7%	-5.7%	2.2%	-1.3%	-13.3%	0.0%
CNC(=S)N(Cc1ccc(OC)cc1)Cc1cc2ccc(C)cc2[nH]c1=O	13.9%	0.2	-4.0%	12.7%	-9.9%	-14.6%	3.7%	-1.1%	-12.3%
COc1ccc(CNC(=O)CCNC(=O)N2CCn3c2nc2ccccc23)cc1	11.0%	0.5	11.5%	28.3%	-0.3%	1.2%	23.6%	3.7%	u
CCCn1c(SCC(=O)c2c(N)n(C3CC3)c(=O)[nH]c2=O)nnc1-c1ccncc1	36.8%[activator]	0.1	-5.9%	x	x	-17.6%	4.7%	x	4.4%
COc1cc(/C=C(\C#N)C(=O)Nc2cc(C(F)(F)F)ccc2Cl)ccc1OCC(=O)Nc1cccc(C(F)(F)F)c1	-5.1%	0.1	-0.8%	-0.5%	-9.4%	u	5.7%	-0.6%	-12.8%
COc1ccc(C2C(C(N)=O)=C(C)Nc3ncnn32)cc1 (stereo not drawn)	-1.9%	0.5	0.1%	0.5%	-7.0%	-3.6%	2.6%	0.7%	-11.6%
O=C(Nc1nccs1)c1cc(Cl)nc2ccccc12	2.3%[58.9 µM]	-1.9	3.8%	12.5%	-8.9%	-16.5%	-2.5%	-3.1%	141.9%[activator]
O=C(CN(Cc1ccco1)C(=O)CNS(=O)(=O)c1ccc(Cl)cc1)NC1CCCCC1	2.4%	-0.2	-0.1%	-1.6%	-11.5%	0.5%	-0.8%	-3.0%	136.8%[activator]
Cc1cc(Cl)ccc1OCC(=O)N(Cc1ccco1)c1c(N)n(Cc2ccccc2)c(=O)[nH]c1=O	9.6%	x	8.4%	x	x	-10.9%	x	x	u
CC(C)CN1C(=O)/C(=C/c2c(N3CCc4ccccc4C3)nc3ccccn3c2=O)SC1=S	x	5.5	x	0.4%	-11.8%	x	4.4%	0.8%	x
COc1cc(CNc2ccc3[nH]c(=O)[nH]c3c2)ccc1OCc1cccc(C)c1	137.5%[activator]	0.3	5.5%	30.9%	u	-6.4%	6.1%	-1.5%	2.4%
COC(=O)c1c(C(C)=O)cnc2ccc(Br)cc12	1.1%	0.5	0.8%	4.4%	-5.5%	-8.3%	u	-0.6%	-7.8%
COc1ccc2[nH]c3c(=O)n(Cc4ccc(C(=O)N5CCCCCC5)cc4)c(=S)[nH]c3c2c1	-26.9%	-0.4	-3.2%	37.0%	-13.7%	-13.0%	-2.7%	-5.7%	0.0%
O=C(Cn1c(CCCO)nc2ccccc21)Nc1ccccc1-c1ccccc1	10.2%	0.7	-3.4%	35.4%	1.1%	-4.1%	9.2%	1.9%	4.0%
Cc1ccc(C(=O)OCc2cc(=O)n3nc(-c4cccs4)sc3n2)cc1	u	0.2	0.8%	17.8µM*	5.3%	u	x	-22.4%	-9.7%
Cc1ccc(OCCn2cc(C(=O)O)c3ccccc32)cc1	-10.3%	0.0	5.1%	-1.1%	-3.4%	-4.1%	10.7%	-6.2%	2.1%
CCN(CC)Cc1cc(C(=O)O)c(C)o1	9.7%	0.2	11.9%	-1.5%	-6.7%	8.8%	6.8%	-7.4%	-5.2%
Cc1ccccc1OCC(=O)Nc1cccc(Cl)c1C	124.2%[activator]	0.4	-5.4%	19.7%	6.0%	-11.8%	-3.1%	-3.2%	0.0%
CN(C)c1ccc(/C=C2\SC(=O)N(CC(O)Cn3c4ccccc4c4ccccc43)C2=O)cc1 (stereo not drawn)	15.8%	15.1	14.0%	-24.0%	-5.4%	-7.1%	1.5%	-3.2%	7.3%
CC1=C(C(=O)OC2CCCCCCC2)C(c2ccc(O)cc2)NC(=O)N1 (stereo not drawn)	25.4%	-0.1	x	1.7%	u	-13.1%	-5.7%	-10.4%	u
CC(C)Cn1nc(NC(=O)c2cccs2)c2cc3ccccc3nc21	u	-1.0	137.8%[activator]	-1.1%	-13.5%	-18.9%	u	-10.6%	74.6%[activator]
O=C(CSc1ccc(-c2cccnc2)nn1)Nc1ccc(Br)cc1	5.8%	-0.1	2.5%	13.6%	-10.0%	-4.6%	-6.3%	-1.3%	u
CCOc1ccc(CCNC(=O)c2cc3c(-c4ccccc4F)nn(C)c3s2)cc1	39.9%[activator]	1.4	-5.3%	-13.0%	-2.0%	-12.5%	x	-9.3%	-21.8%
COc1cc(C(=O)Nc2nc3nc(-c4ccccc4)cc(=O)n3[nH]2)cc(OC)c1OC	15.3%	-0.2	2.6%	-2.6%	-3.5%	-3.1%	x	1.6%	1.2%
O=[N+]([O-])c1ccccc1S(=O)(=O)Nc1ccc(S(=O)(=O)N2CCOCC2)cc1	-8.9%	0.5	-2.4%	26.1%	1.4%	-11.1%	38.8%	0.7%	-3.4%
CCCn1c(N)c(C(=O)CSc2nc(C)nc3sc(C)c(C)c23)c(=O)[nH]c1=O	29.6%	0.1	13.4%	x	x	-11.3%	21.6%	x	-1.4%
O=C(OCc1cc2ccccc2[nH]c1=O)c1ccncc1	25.8%	0.3	6.5%	-30.6%	2.1%	-17.8%	-0.8%	2.2%	17.3%
Cc1cccc(N2CCN(C(=O)c3cc(S(=O)(=O)N4CCOCC4)cn3C)CC2)c1C	16.0%	-0.6	1.8%	-2.1%	-23.3%	-0.3%	61.6%[activator]	3.2%	12.7%
O=C(O)Cc1cn(Cc2cccc(Cl)c2)c2ccccc12	2.5%	0.0	15.5%	14.8%	-13.8%	-5.4%	0.0%	-2.2%	4.5%
COCCN1C2=C(C(=O)CC(C)(C)C2)C(c2ccc(OC)c(OC)c2)C2=C1CC(C)(C)CC2=O	134.0%[activator]	0.3	9.1%	5.2%	-9.4%	-5.1%	19.8%	-10.0%	-15.9%
c1ccc2c(CCNc3ncnc4nc[nH]c34)c[nH]c2c1	-8.2%	0.7	5.9%	-11.3%	-4.0%	-4.2%	0.0%	-2.0%	17.0%
CC[C@@]12C(=O)N(c3cccc(C)c3)C(=O)N1[C@H](c1ccc(OC)cc1)[C@@H]1C(=O)N(C(C)(C)C)C(=O)[C@@H]12	20.2%	0.7	3.1%	22.0%	-21.3%	-15.2%	-6.7%	-1.3%	x
O=C(CCn1c(=S)oc2ccccc21)Nc1cc([N+](=O)[O-])ccc1F	-44.1%	-0.1	2.3%	29.2%	-5.8%	-1.4%	18.7%	-3.8%	0.4%

Assay outcomes (PubChem)
